Source: PubChem BioAssay (several laboratories)
AHR act – human AHR activation. AHR-responsive luciferase reporter cells, luminescence. activation, % at 5 µM. 320,000 tested, 2.5% active; in the data active = activation above about 47%;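 also: 0% = vehicle wells and 100% = reference agonist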
Target sequence (P35869 whole entry, looked up): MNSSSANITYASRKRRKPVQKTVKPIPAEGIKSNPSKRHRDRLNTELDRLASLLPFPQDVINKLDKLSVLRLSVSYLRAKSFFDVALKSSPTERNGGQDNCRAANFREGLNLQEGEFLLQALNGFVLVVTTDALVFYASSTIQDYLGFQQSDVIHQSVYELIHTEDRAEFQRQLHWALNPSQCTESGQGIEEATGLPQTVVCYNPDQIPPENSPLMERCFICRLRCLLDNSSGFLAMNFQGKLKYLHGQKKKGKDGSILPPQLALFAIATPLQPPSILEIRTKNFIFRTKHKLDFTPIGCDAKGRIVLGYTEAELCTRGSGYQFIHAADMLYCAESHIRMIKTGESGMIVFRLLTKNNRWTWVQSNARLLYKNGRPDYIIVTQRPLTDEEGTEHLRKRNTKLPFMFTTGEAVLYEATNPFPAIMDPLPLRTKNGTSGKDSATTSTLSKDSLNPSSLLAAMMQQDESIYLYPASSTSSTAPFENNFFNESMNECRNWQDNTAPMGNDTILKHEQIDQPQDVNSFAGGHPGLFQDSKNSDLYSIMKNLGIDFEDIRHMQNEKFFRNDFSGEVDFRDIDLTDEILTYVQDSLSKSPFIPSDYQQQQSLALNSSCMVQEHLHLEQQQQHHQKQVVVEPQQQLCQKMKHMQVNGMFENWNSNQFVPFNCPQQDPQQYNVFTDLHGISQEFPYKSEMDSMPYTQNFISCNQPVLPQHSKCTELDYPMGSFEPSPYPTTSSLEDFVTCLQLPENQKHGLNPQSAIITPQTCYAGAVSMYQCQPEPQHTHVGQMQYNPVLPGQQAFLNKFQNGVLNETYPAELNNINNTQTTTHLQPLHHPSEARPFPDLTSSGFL
AGP1 TOR yeast – modulators of TOR pathway AGP1-GFP in S. cerevisiae. AID 2066. GFP response vs DMSO, % at 10 µM. S. cerevisiae AGP1-GFP multiplex flow cytometry, 3 h; GFP as percent of DMSO wells. 320,000 tested, 0.02% active;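 active = GFP response relative to DMSO above a set limit, near screen average plus 3 SD, cut at about 150% in these data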;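 also: median GFP channel fluorescence of the gated AGP1 strain per well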
RPL19A TOR yeast – modulators of TOR pathway RPL19A-GFP in S. cerevisiae | S. cerevisiae RPL19A-GFP strain, flow cytometry, 3 h; hits give low values | percent response vs DMSO, % at 10 µM | 330,000 tested, 0.3% active;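 active = percent response vs DMSO below 50%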;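 also: median channel GFP fluorescence of the barcoded RPL19A-GFP strain; ratio of sample median GFP to plate DMSO average so 100% = DMSO; lower means less RPL19A-GFP as with rapamycin TOR inhibition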
CR mimetic SO – lowers age-related superoxide in aged yeast cells. S. cerevisiae aged cells, superoxide DHE fluorescence; hits give low values. superoxide response (% of plate mean), % at 10 µM. 330,000 tested, 0.18% active. AID 2690;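 active = superoxide response under a set limit, about three screen SD below normal, cut at about 65% in these data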;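 also: yeast aged for seven days with compound at 30 °C before DHE staining; 100% = average MFI of all compound-treated wells on the plate with controls excluded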
MEP2-GFP yeast – modulators of TOR pathway MEP2-GFP in S. cerevisiae; 330,000 tested, 0.51% active; GFP response vs DMSO, % at 10 µM; S. cerevisiae MEP2-GFP strain, flow cytometry GFP, 3 h; 100% = DMSO control level; AID 2016;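 active = GFP response versus DMSO above a set limit, roughly screen mean plus 3 SD, cut at about 180% in these data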;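 also: median GFP fluorescence of the barcode-gated MEP2-GFP cells per well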
Efflux pump inh – inhibitors of Candida antifungal efflux pumps expressed in yeast | S. cerevisiae Candida pump triplex, Nile Red efflux | inhibition, % at 10 µM | 330,000 tested, 0.44% active | AID 485275;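 active = plate passing quality check with inhibition over a set limit, or well fluorescence over plate mean plus 4 SD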;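 also: Nile Red retained in pooled yeast measured as flow cytometry median fluorescence; 0% = buffer negative control and 100% = Enniatin B positive control; higher means more Nile Red kept so more efflux inhibition; some compounds called inactive have numbers as strong as hits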
LAP4 TOR yeast – modulators of TOR pathway LAP4-GFP in S. cerevisiae. GFP response vs DMSO, % at 10 µM. S. cerevisiae LAP4-GFP multiplex, flow cytometry GFP, 3 h; median GFP as percent of DMSO wells. 320,000 tested, 0.34% active;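 active = GFP response vs DMSO above a set limit, about the screen mean plus 3 SD, cut at about 150% in these data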
CIT2 TOR yeast – alters CIT2-GFP fluorescence in TOR pathway yeast screen; S. cerevisiae CIT2-GFP strain, flow cytometry, 3 h; 100 means same as DMSO wells; GFP response vs DMSO, % at 10 µM; 320,000 tested, 0.065% active; AID 2029;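 active = GFP response relative to DMSO above a set limit, near the screen mean plus 3 SD, cut at about 150% in these data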;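 also: ratio of well median GFP fluorescence to mean of DMSO wells on the plate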
Active calls of the source: *.

Cc1ccc(NC(=O)Cc2c(O)c3ccccc3[nH]c2=O)c(C)c1 was read as AHR act 0, AGP1 TOR yeast 99, RPL19A TOR yeast 93, CR mimetic SO 121, MEP2-GFP yeast 92, Efflux pump inh 0.1, LAP4 TOR yeast 101 and CIT2 TOR yeast 86.
`COC(=O)CSc1nc2nc(C)c(Br)cc2[nH]1` gave AHR act 5, AGP1 TOR yeast 103, RPL19A TOR yeast 100, CR mimetic SO 101, MEP2-GFP yeast 101, Efflux pump inh 0.1, LAP4 TOR yeast 98 and CIT2 TOR yeast 102.
`Cc1c(-n2cccc2C=O)cccc1[N+](=O)[O-]` gave AHR act -1, AGP1 TOR yeast 99, RPL19A TOR yeast 101, CR mimetic SO 107, MEP2-GFP yeast 100, Efflux pump inh 0.1, LAP4 TOR yeast 90 and CIT2 TOR yeast 97.
CC(C)N1CCC2(CC1)N=C(c1ccc3c(c1)OCO3)CC(c1cc(Cl)ccc1O)N2 (configuration not stated) was read as AHR act 76*, AGP1 TOR yeast 94, RPL19A TOR yeast 103, CR mimetic SO 84, MEP2-GFP yeast 110, Efflux pump inh 0.0, LAP4 TOR yeast 121 and CIT2 TOR yeast 95.
`CC1CCCN(C(=O)CCCC(=O)N2CCCC(C)C2)C1` (configuration not stated) gave AHR act -3, AGP1 TOR yeast 106, RPL19A TOR yeast 102, CR mimetic SO 100, MEP2-GFP yeast 103, Efflux pump inh 0.1, LAP4 TOR yeast 102 and CIT2 TOR yeast 104.
For COc1cc(/C=N/n2c(COc3ccccc3)n[nH]c2=S)cc(Br)c1O the results were AHR act 4, AGP1 TOR yeast 96, RPL19A TOR yeast 103, CR mimetic SO 86, MEP2-GFP yeast 106, Efflux pump inh -0.2, LAP4 TOR yeast 91 and CIT2 TOR yeast 98.
COc1ccc(C2=C(Nc3ccc(F)cc3)c3ccccc3C2=O)cc1 was read as AHR act 16, AGP1 TOR yeast 101, RPL19A TOR yeast 96, CR mimetic SO 100, MEP2-GFP yeast 101, Efflux pump inh -0.1, LAP4 TOR yeast 103 and CIT2 TOR yeast 86.
For COc1ccc(C(=O)O/N=C(\N)Cc2ccc(Cl)cc2Cl)cc1OC the results were AHR act -1, AGP1 TOR yeast 76, RPL19A TOR yeast 106, CR mimetic SO 93, MEP2-GFP yeast 102, Efflux pump inh 0.0, LAP4 TOR yeast 94 and CIT2 TOR yeast 107.
For Cc1cc(C)cc(-n2nnn(C3C/C(=N/NC(N)=S)C4OCC3O4)c2=S)c1 (configuration not stated) the results were AHR act 5, AGP1 TOR yeast 121, RPL19A TOR yeast 95, CR mimetic SO 95, MEP2-GFP yeast 101, Efflux pump inh 0.0, LAP4 TOR yeast 107 and CIT2 TOR yeast 114.
For O=C(ON=C1CCN(S(=O)(=O)c2ccccc2)CC1)c1ccc(F)cc1 the results were AHR act 2, AGP1 TOR yeast 105, RPL19A TOR yeast 101, CR mimetic SO 101, MEP2-GFP yeast 105, Efflux pump inh -0.1, LAP4 TOR yeast 108 and CIT2 TOR yeast 104.
Screening Cc1cc(-c2cc(-c3ccccc3)on2)nc(NC2CCCC2)n1 returned AHR act 12, AGP1 TOR yeast 80, RPL19A TOR yeast 88, CR mimetic SO 102, MEP2-GFP yeast 84, Efflux pump inh 0.1, LAP4 TOR yeast 136 and CIT2 TOR yeast 78.
`CCOC(=O)N1CCN(S(=O)(=O)N2CCCC(C(=O)NCc3ccc(OC)cc3OC)C2)CC1` (configuration not stated) gave AHR act 1, AGP1 TOR yeast 77, RPL19A TOR yeast 98, CR mimetic SO 102, MEP2-GFP yeast 97, Efflux pump inh 0.0, LAP4 TOR yeast 90 and CIT2 TOR yeast 101.
CN(Cc1ccccc1)C(=O)CN1C(=O)c2ccc([N+](=O)[O-])cc2C1=O was read as AHR act 9, AGP1 TOR yeast 98, RPL19A TOR yeast 98, CR mimetic SO 106, MEP2-GFP yeast 93, Efflux pump inh 1.1, LAP4 TOR yeast 118 and CIT2 TOR yeast 89.
Screening COc1cc2sc3ccc(-c4ccc5[nH]ccc5c4)cc3c(=O)c2cc1OC returned AHR act -3, AGP1 TOR yeast 84, RPL19A TOR yeast 101, CR mimetic SO 130, MEP2-GFP yeast 92, Efflux pump inh 0.5, LAP4 TOR yeast 103 and CIT2 TOR yeast 80.
For Cc1ccc(Cn2c(=O)oc3ccccc32)cc1 the results were AHR act 0, AGP1 TOR yeast 103, RPL19A TOR yeast 96, CR mimetic SO 89, MEP2-GFP yeast 97, Efflux pump inh -0.3, LAP4 TOR yeast 108 and CIT2 TOR yeast 99.
CN1C(=O)/C(=C/c2ccc(C(F)(F)F)cc2)Sc2ccc(C(=O)N3CCN(c4ccccn4)CC3)cc21 was read as AHR act 4, AGP1 TOR yeast 82, RPL19A TOR yeast 89, CR mimetic SO 118, MEP2-GFP yeast 100, Efflux pump inh 0.7*, LAP4 TOR yeast 110 and CIT2 TOR yeast 87.
CCCCN(CC)S(=O)(=O)c1ccc2c(c1)n(C)c(=O)c(=O)n2C was read as AHR act 1, AGP1 TOR yeast 106, RPL19A TOR yeast 102, CR mimetic SO 88, MEP2-GFP yeast 97, Efflux pump inh -0.1, LAP4 TOR yeast 106 and CIT2 TOR yeast 98.
Cc1cc(C(=O)N/N=C/c2ccncc2)c2ccccc2n1 was read as AHR act -1, AGP1 TOR yeast 95, RPL19A TOR yeast 98, CR mimetic SO 138, MEP2-GFP yeast 94, Efflux pump inh 0.0, LAP4 TOR yeast 95 and CIT2 TOR yeast 99.
CCCC1=NN2C(=N)/C(=C\c3cc(C)n(-c4cccc(C)c4)c3C)C(=O)N=C2S1 was read as AHR act 1, AGP1 TOR yeast 99, RPL19A TOR yeast 106, CR mimetic SO 94, MEP2-GFP yeast 108, Efflux pump inh 0.0, LAP4 TOR yeast 89 and CIT2 TOR yeast 106.
N#Cc1c2n(c3c(=O)n(Cc4ccc(Cl)cc4)cnc13)CCCCC2 was read as AHR act -5, AGP1 TOR yeast 100, RPL19A TOR yeast 103, CR mimetic SO 114, MEP2-GFP yeast 107, Efflux pump inh 0.1, LAP4 TOR yeast 113 and CIT2 TOR yeast 92.
For COC(=O)c1[nH]c2ccc(C)cc2c1NS(=O)(=O)c1ccc(F)cc1 the results were AHR act 8, AGP1 TOR yeast 107, RPL19A TOR yeast 102, CR mimetic SO 93, MEP2-GFP yeast 100, Efflux pump inh -0.2, LAP4 TOR yeast 93 and CIT2 TOR yeast 99.
For CCC(CC)C(=O)c1c[nH]c(C(=O)OC)c1 the results were AHR act -1, AGP1 TOR yeast 99, RPL19A TOR yeast 101, CR mimetic SO 115, MEP2-GFP yeast 90, Efflux pump inh -0.1, LAP4 TOR yeast 93 and CIT2 TOR yeast 107.
For Cc1cc(C)n2nc(C(=O)OCC(=O)c3ccc(F)cc3)nc2n1 the results were AHR act 6, AGP1 TOR yeast 107, RPL19A TOR yeast 98, CR mimetic SO 103, MEP2-GFP yeast 102, Efflux pump inh 0.0, LAP4 TOR yeast 103 and CIT2 TOR yeast 101.
Cc1ccccc1C(=O)Nc1ccc(C(=O)N/N=C/c2ccc(O)cc2)cc1 was read as AHR act 2, AGP1 TOR yeast 100, RPL19A TOR yeast 101, CR mimetic SO 116, MEP2-GFP yeast 103, Efflux pump inh 0.2, LAP4 TOR yeast 100 and CIT2 TOR yeast 94.

Arranged by number of heavy atoms (highest first): part of the list above.
CN1C(=O)/C(=C/c2ccc(C(F)(F)F)cc2)Sc2ccc(C(=O)N3CCN(c4ccccn4)CC3)cc21 was read as AHR act 4, AGP1 TOR yeast 82, RPL19A TOR yeast 89, CR mimetic SO 118, MEP2-GFP yeast 100, Efflux pump inh 0.7*, LAP4 TOR yeast 110 and CIT2 TOR yeast 87.
For COC(=O)c1[nH]c2ccc(C)cc2c1NS(=O)(=O)c1ccc(F)cc1 the results were AHR act 8, AGP1 TOR yeast 107, RPL19A TOR yeast 102, CR mimetic SO 93, MEP2-GFP yeast 100, Efflux pump inh -0.2, LAP4 TOR yeast 93 and CIT2 TOR yeast 99.
For Cc1cc(C)n2nc(C(=O)OCC(=O)c3ccc(F)cc3)nc2n1 the results were AHR act 6, AGP1 TOR yeast 107, RPL19A TOR yeast 98, CR mimetic SO 103, MEP2-GFP yeast 102, Efflux pump inh 0.0, LAP4 TOR yeast 103 and CIT2 TOR yeast 101.

Remaining list, next part.
`COc1cccc(OC)c1C(=O)Nc1ccc(N2CCN(C(=O)c3cccs3)CC2)cc1` gave AHR act 32, AGP1 TOR yeast 93, RPL19A TOR yeast 103, CR mimetic SO 100, MEP2-GFP yeast 97, Efflux pump inh 0.1, LAP4 TOR yeast 75 and CIT2 TOR yeast 108.
For O=c1c2ccccc2nnn1CSc1nnc(COc2ccc(Cl)cc2)n1Cc1ccco1 the results were AHR act 0, AGP1 TOR yeast 84, RPL19A TOR yeast 93, CR mimetic SO 100, MEP2-GFP yeast 106, Efflux pump inh -0.1, LAP4 TOR yeast 108 and CIT2 TOR yeast 99.
For CC(=O)c1ccc(OCc2ncc(C(F)(F)F)cc2Cl)cc1 the results were AHR act -3, AGP1 TOR yeast 94, RPL19A TOR yeast 91, CR mimetic SO 78, MEP2-GFP yeast 86, Efflux pump inh 0.0, LAP4 TOR yeast 102 and CIT2 TOR yeast 99.
CCc1ccccc1S(=O)(=O)Cc1ccc(C(=O)NCC2CCCO2)o1 (configuration not stated) was read as AHR act -1, AGP1 TOR yeast 109, RPL19A TOR yeast 116, CR mimetic SO 84, MEP2-GFP yeast 103, Efflux pump inh 0.0 and LAP4 TOR yeast 112.
Screening C#CCOC(=O)c1ccccc1C(=O)N(CC)CC returned AHR act 2, AGP1 TOR yeast 98, RPL19A TOR yeast 98, CR mimetic SO 106, MEP2-GFP yeast 102, Efflux pump inh 0.1, LAP4 TOR yeast 101 and CIT2 TOR yeast 97.
Screening Cc1nc2cc(NC(=O)Nc3cccc4ccccc34)ccc2n1C returned AHR act -9, AGP1 TOR yeast 95, RPL19A TOR yeast 95, CR mimetic SO 78, MEP2-GFP yeast 103, Efflux pump inh 0.0, LAP4 TOR yeast 86 and CIT2 TOR yeast 100.
For CC(=O)c1ccc(N/C=C/C(=O)c2ccc(Br)cc2)cc1 the results were AHR act -1, AGP1 TOR yeast 96, RPL19A TOR yeast 102, CR mimetic SO 109, MEP2-GFP yeast 110, Efflux pump inh 0.0, LAP4 TOR yeast 96 and CIT2 TOR yeast 104.
`CC(=C/c1ccccc1)/C=N/Nc1nc(N2CCCCC2)nc(N2CCCCC2)n1` gave AHR act 0, AGP1 TOR yeast 100, RPL19A TOR yeast 101, CR mimetic SO 87, MEP2-GFP yeast 128, Efflux pump inh 0.3, LAP4 TOR yeast 116 and CIT2 TOR yeast 97.
Screening CC(C)(C)NC(=O)c1ccc2c(c1)N(CC(=O)N1CCN(c3ccc(F)cc3)CC1)C(=O)C(C)(C)O2 returned AHR act 0, AGP1 TOR yeast 87, RPL19A TOR yeast 88, CR mimetic SO 96, MEP2-GFP yeast 95, Efflux pump inh 0.1, LAP4 TOR yeast 86 and CIT2 TOR yeast 93.
For O=S(=O)(NCC(c1ccco1)N1CCc2ccccc2C1)c1ccc(F)cc1 (configuration not stated) the results were AHR act -2, AGP1 TOR yeast 104, RPL19A TOR yeast 100, CR mimetic SO 101, MEP2-GFP yeast 102, Efflux pump inh -0.2, LAP4 TOR yeast 94 and CIT2 TOR yeast 104.
